High-throughput results: PubChem, Broad Institute
C diff growth = blocks growth of Clostridium difficile. AID 1259249. Clostridium difficile clinical isolate growth, OD600, 24 h; hits give low values. growth activity, negative = inhibition, % at 16 µg/mL (by protocol). hit rate 0.25% among 86,000;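 active = mean growth activity at or below -80% and every replicate also at or below -80%; inconclusive = mean at or below -80% but some replicate above -80%; inactive = mean growth activity above -80%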;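 note: 0% = DMSO wells and -100% = levofloxacin 16 µg/mL wells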
Tcruzi prolif = T. cruzi proliferation inhibition | hit rate 5.9% among 77,000 | inhibition, % at 8.34 µM | T. cruzi beta-gal in NIH3T3, GalScreen luminescence, 90 h;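 active = mean inhibition above about 93%, with at least 55% of replicates each passing it, limit read from the data, passing the limit was not always enough; inconclusive = only one of those two conditions holds; inactive = neither condition holds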
Pf Dd2 inh = inhibitors of Plasmodium falciparum Dd2 growth | P. falciparum Dd2 growth, SYBR Green, 72 h; hits give low values | activity change, % at 10 µM | hit rate 2.3% among 94,000 | AID 1159554; in the data active = activity change below about -80%; inconclusive = no clear call, values can overlap the other calls
KDM4C inh = blocks human GASC-1 (KDM4C) demethylase activity. inhibition, % at 12.5 µM. AID 720574. Q9H3R0. GST-KDM4C 2-372, H3K9me3 peptide, LANCE TR-FRET. hit rate 0.15% among 96,000;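 active = mean replicate inhibition above about 25%, with at least 55% of replicates also reaching it, limit read from the data, passing the limit was not always enough; inconclusive = only one of those two conditions met; inactive = neither condition met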
Target sequence (Q9H3R0 2-372 limits assumed): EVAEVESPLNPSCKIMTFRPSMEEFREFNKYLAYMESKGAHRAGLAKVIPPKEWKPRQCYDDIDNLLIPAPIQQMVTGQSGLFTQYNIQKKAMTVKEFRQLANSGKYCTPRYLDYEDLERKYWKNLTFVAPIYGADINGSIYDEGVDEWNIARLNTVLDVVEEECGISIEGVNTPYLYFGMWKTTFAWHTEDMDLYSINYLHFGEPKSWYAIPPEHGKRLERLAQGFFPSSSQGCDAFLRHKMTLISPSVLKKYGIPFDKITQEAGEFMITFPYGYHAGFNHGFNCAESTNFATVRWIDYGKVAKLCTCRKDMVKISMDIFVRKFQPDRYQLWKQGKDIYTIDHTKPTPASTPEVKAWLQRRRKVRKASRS
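material = GST-tagged GASC-1 (JMJD2C) catalytic fragment, aa 2-372 | amount = enzyme final amount 10 nM | medium = HEPES buffer, pH 7.5, plus ascorbate | also added = H3K9me3 peptide substrate, Fe(II), 2-oxoglutarate | dosing = single dose | times = 30 min demethylation and 1 h detection at room temperature | detection = LANCE TR-FRET | read-out basis = Fall in 671/618 emission ratio as inhibition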
The depositor's hits bear a star. Not a hit list; 6.7% or so of the library scored in one or more.

What do the screens show for `COc1ccc(S(=O)(=O)N(C)C[C@H]2Oc3c(NC(=O)c4cc(C)nn4C)cccc3C(=O)N([C@H](C)CO)C[C@H]2C)cc1`?
C diff growth: 1; Tcruzi prolif: -97; Pf Dd2 inh: 7; KDM4C inh: 0.8

How did C[C@@H]1CN([C@H](C)CO)C(=O)Cc2cc(NC(=O)CCN3CCOCC3)ccc2O[C@H]1CN(C)Cc1ccc(-c2ccccc2)cc1 do in these assays?
C diff growth: 5; Tcruzi prolif: -26; Pf Dd2 inh: -3; KDM4C inh: 1.5

How did CC(=O)N(C)C[C@H]1Oc2cc(-c3ccncc3)ccc2S(=O)(=O)N([C@@H](C)CO)C[C@H]1C do in these assays?
C diff growth: -3; Tcruzi prolif: 50; Pf Dd2 inh: 14; KDM4C inh: -0.2

How did N#Cc1ccc(-c2ccc3c(c2)[C@@H]2[C@@H](CCN2C(=O)c2ccc4c(c2)OCO4)[C@@H](CO)N3)cc1 do in these assays?
C diff growth: -1; Tcruzi prolif: 28; Pf Dd2 inh: -2; KDM4C inh: -4.0

How did Cc1ccc(S(=O)(=O)N(C)C[C@@H]2Oc3c(NC(=O)NC(C)C)cccc3C(=O)N([C@H](C)CO)C[C@H]2C)cc1 do in these assays?
C diff growth: 0; Tcruzi prolif: 7; Pf Dd2 inh: -4; KDM4C inh: -2.3

What do the screens show for `C/C=C/c1ccc([C@H]2[C@@H](CO)N3CCCCN(C(=O)C4CCCC4)C[C@@H]23)cc1`?
C diff growth: 4; Tcruzi prolif: 107*; Pf Dd2 inh: -10; KDM4C inh: 1.5

What do the screens show for `CCC(=O)N(CC1CCC1)C[C@H]1[C@H](c2ccccc2)[C@@H](CO)N1C(C)=O`?
C diff growth: -7; Tcruzi prolif: 73; Pf Dd2 inh: -6; KDM4C inh: -0.5

What do the screens show for `CC(C)CC#Cc1ccc2c(c1)O[C@@H](CN(C)Cc1ccncc1)[C@H](C)CN([C@@H](C)CO)S2(=O)=O`?
C diff growth: 15; Tcruzi prolif: 132*; Pf Dd2 inh: -80; KDM4C inh: -1.5

What do the screens show for `COc1cccc(S(=O)(=O)N2CCC3(CC2)CN[C@H](CO)c2[nH]c4cc(OC)ccc4c23)c1`?
C diff growth: -3; Pf Dd2 inh: -88*; KDM4C inh: -0.7

How did COCCNC(=O)C[C@H]1CC[C@@H](NC(=O)NC2CCCCC2)[C@H](CO)O1 do in these assays?
C diff growth: 1; Tcruzi prolif: -23; Pf Dd2 inh: 27; KDM4C inh: 0.3

How did C[C@H]1CN([C@@H](C)CO)C(=O)c2ccccc2-c2ccccc2CO[C@H]1CN(C)C do in these assays?
C diff growth: -7; Tcruzi prolif: -9; Pf Dd2 inh: 21; KDM4C inh: 0.2

Results for COc1ccc(CN(C)C[C@H]2Oc3c(NC(=O)C4CC4)cccc3C(=O)N([C@H](C)CO)C[C@@H]2C)cc1 ?
C diff growth: 11; Tcruzi prolif: 34; Pf Dd2 inh: -37; KDM4C inh: 0.5

What do the screens show for `CO[C@@H]1CN(C)C(=O)c2cc(NC(=O)c3ccc4c(c3)OCO4)ccc2OC[C@@H](C)NC[C@@H]1C`?
C diff growth: 2; Tcruzi prolif: -95; Pf Dd2 inh: 12; KDM4C inh: 0.2

What do the screens show for `COC(=O)C[C@@H]1CC[C@H](NS(=O)(=O)c2ccc(OC)cc2)[C@@H](CO)O1`?
Tcruzi prolif: -32; Pf Dd2 inh: 14; KDM4C inh: -0.8

How did CC(C)NC(=O)N(C)C[C@H]1OCCCC[C@H](C)Oc2ccc(NS(=O)(=O)c3ccc(F)cc3)cc2C(=O)N([C@@H](C)CO)C[C@H]1C do in these assays?
C diff growth: 4; Tcruzi prolif: 9; KDM4C inh: -3.0

How did CCCNC(=O)N(C)C[C@@H]1Oc2cc(C#CCC(C)C)ccc2S(=O)(=O)N([C@@H](C)CO)C[C@H]1C do in these assays?
C diff growth: -16; Tcruzi prolif: 76; Pf Dd2 inh: -34; KDM4C inh: 4.6

How did O=C(C[C@@H]1CC[C@H](NC(=O)Nc2ccc3c(c2)OCO3)[C@@H](CO)O1)NCc1ccc(Cl)cc1 do in these assays?
C diff growth: 1; Tcruzi prolif: -18; Pf Dd2 inh: 15; KDM4C inh: -0.3

What do the screens show for `COc1ccc(CN(C)C[C@H]2Oc3c(NS(=O)(=O)c4ccc(C)cc4)cccc3C(=O)N([C@@H](C)CO)C[C@@H]2C)cc1`?
C diff growth: 12; Tcruzi prolif: 13; Pf Dd2 inh: -1; KDM4C inh: -2.2

What do the screens show for `COc1ccc(S(=O)(=O)N(C)C[C@H]2Oc3ccc(NC(=O)Cn4cnnn4)cc3C(=O)N([C@H](C)CO)C[C@H]2C)cc1`?
C diff growth: -1; Tcruzi prolif: 50; Pf Dd2 inh: -8; KDM4C inh: -0.2

Results for COc1ccc(CN(C)C[C@H]2Oc3ccc(NC(=O)Cc4cn(C)c5ccccc45)cc3CC(=O)N([C@@H](C)CO)C[C@@H]2C)cc1 ?
C diff growth: -11; Tcruzi prolif: 85; Pf Dd2 inh: -38; KDM4C inh: -1.0

Results for N#Cc1cccc(-c2ccc3c(c2)[C@@H]2[C@@H](CCN2C(=O)c2ccc4c(c2)OCO4)[C@@H](CO)N3)c1 ?
C diff growth: -10; Tcruzi prolif: 88; Pf Dd2 inh: -14; KDM4C inh: -2.0

What do the screens show for `Cc1ccc(S(=O)(=O)N[C@@H]2CC[C@@H](CCn3cc(-c4cccc(F)c4)nn3)O[C@@H]2CO)cc1`?
C diff growth: 4; Tcruzi prolif: -25; Pf Dd2 inh: 5; KDM4C inh: -0.7

Results for Cc1noc(C)c1NC(=O)N(C)C[C@@H]1Oc2ccc(NC(=O)Nc3ccc(C(F)(F)F)cc3)cc2C(=O)N([C@H](C)CO)C[C@@H]1C ?
C diff growth: 27; Tcruzi prolif: -9; Pf Dd2 inh: -59; KDM4C inh: -2.1

How did CC(C)NC(=O)Nc1cccc2c1O[C@@H](CN(C)S(=O)(=O)c1cccs1)[C@@H](C)CN([C@H](C)CO)C2=O do in these assays?
Tcruzi prolif: 30; Pf Dd2 inh: 8; KDM4C inh: 0.7

How did Cc1noc(C)c1S(=O)(=O)Nc1ccc2c(c1)C(=O)N([C@H](C)CO)C[C@@H](C)[C@H](CN(C)Cc1ccc3c(c1)OCO3)O2 do in these assays?
C diff growth: 2; Tcruzi prolif: -193; Pf Dd2 inh: -6; KDM4C inh: -1.2

Results for C[C@H](CO)N1C[C@H](C)[C@@H](CN(C)S(=O)(=O)c2cn(C)cn2)OCCCC[C@H](C)Oc2ccc(NC(=O)Nc3cccc4ccccc34)cc2C1=O ?
C diff growth: 13; Tcruzi prolif: 41; Pf Dd2 inh: -24; KDM4C inh: -0.5

How did COC(=O)C[C@H]1CC[C@H]2[C@H](COc3ccc(NC(=O)Nc4cc(C)cc(C)c4)cc3C(=O)N2C)O1 do in these assays?
C diff growth: 30; Tcruzi prolif: 86; KDM4C inh: 3.0

How did COc1cccc(NC(=O)Nc2ccc3c(c2)OC[C@@H](C)N(CC2CC2)C[C@@H](C)[C@H](OC)CN(C)C3=O)c1 do in these assays?
Tcruzi prolif: 10; KDM4C inh: 0.8

Results for O=C(Nc1ccc(Cl)cc1)N1C[C@H]2[C@@H](c3ccccc31)[C@H](CO)N2CC1CCCCC1 ?
C diff growth: 39; Tcruzi prolif: 81; Pf Dd2 inh: -37; KDM4C inh: -2.5

How did COc1ccc(S(=O)(=O)N(C)C[C@@H]2Oc3c(NC(=O)c4ccncc4)cccc3C(=O)N([C@@H](C)CO)C[C@H]2C)cc1 do in these assays?
Tcruzi prolif: 52; Pf Dd2 inh: 29; KDM4C inh: 10.0

What do the screens show for `CO[C@H]1CN(C)C(=O)c2cc(NC(=O)c3ccccc3F)ccc2OC[C@@H](C)N(CC2CCOCC2)C[C@@H]1C`?
Tcruzi prolif: -2; Pf Dd2 inh: -8; KDM4C inh: 0.2

Results for CCC(=O)N1[C@H](CO)[C@@H]2c3ccccc3N(S(=O)(=O)c3ccccc3)C[C@@H]21 ?
C diff growth: -7; Tcruzi prolif: 46; Pf Dd2 inh: 11; KDM4C inh: -2.0

Results for COc1ccc2c3c([nH]c2c1)[C@H](CO)N(C(=O)C1CCCCC1)CC31CCN(C(=O)NC(C)C)CC1 ?
C diff growth: -4; Pf Dd2 inh: -53; KDM4C inh: -0.5

How did O=C([C@@H]1[C@@H](CO)[C@@H]2Cn3c(ccc(C4=CCCCC4)c3=O)[C@@H]2N1Cc1nccs1)N1CCCCC1 do in these assays?
C diff growth: 2; Tcruzi prolif: -1; Pf Dd2 inh: 13; KDM4C inh: 23

How did C[C@H]1CN([C@@H](C)CO)C(=O)Cc2cc(NC(=O)Nc3ccc4c(c3)OCO4)ccc2O[C@H]1CN(C)Cc1ccc2c(c1)OCO2 do in these assays?
C diff growth: -13; Tcruzi prolif: 35; Pf Dd2 inh: 36; KDM4C inh: -1.3

What do the screens show for `CC(=O)N(C)C[C@@H]1Oc2cc(C#Cc3ccncc3)ccc2S(=O)(=O)N([C@@H](C)CO)C[C@@H]1C`?
C diff growth: -3; Tcruzi prolif: 25; Pf Dd2 inh: -3; KDM4C inh: -3.0

How did CCCC#Cc1cnc2c(c1)C(=O)N([C@@H](C)CO)C[C@@H](C)[C@H](CN(C)C(=O)Nc1ccccc1F)O2 do in these assays?
C diff growth: -2; Tcruzi prolif: inconclusive; Pf Dd2 inh: -57; KDM4C inh: -2.1

What do the screens show for `C[C@@H]1CN([C@@H](C)CO)C(=O)Cc2cc(NC(=O)CCC(F)(F)F)ccc2O[C@@H]1CN(C)CC1CC1`?
C diff growth: 5; Tcruzi prolif: 14; Pf Dd2 inh: 7; KDM4C inh: -0.3

What do the screens show for `C[C@@H]1CN([C@@H](C)CO)C(=O)c2cc(-c3ccc(F)cc3)cnc2O[C@H]1CN(C)C(=O)c1cccnc1`?
C diff growth: 0; Tcruzi prolif: -118; Pf Dd2 inh: -2; KDM4C inh: 0.6

Results for CO[C@@H]1CN(C)C(=O)c2cc(NC(=O)NC3CCCC3)ccc2OC[C@H](C)NC[C@H]1C ?
C diff growth: -2; Pf Dd2 inh: 14; KDM4C inh: 1.7

A run of entries of the results above, for reference:
How did COc1cccc(NC(=O)Nc2ccc3c(c2)OC[C@@H](C)N(CC2CC2)C[C@@H](C)[C@H](OC)CN(C)C3=O)c1 do in these assays?
Tcruzi prolif: 10; KDM4C inh: 0.8

Results for O=C(Nc1ccc(Cl)cc1)N1C[C@H]2[C@@H](c3ccccc31)[C@H](CO)N2CC1CCCCC1 ?
C diff growth: 39; Tcruzi prolif: 81; Pf Dd2 inh: -37; KDM4C inh: -2.5

How did COc1ccc(S(=O)(=O)N(C)C[C@@H]2Oc3c(NC(=O)c4ccncc4)cccc3C(=O)N([C@@H](C)CO)C[C@H]2C)cc1 do in these assays?
Tcruzi prolif: 52; Pf Dd2 inh: 29; KDM4C inh: 10.0

What do the screens show for `CO[C@H]1CN(C)C(=O)c2cc(NC(=O)c3ccccc3F)ccc2OC[C@@H](C)N(CC2CCOCC2)C[C@@H]1C`?
Tcruzi prolif: -2; Pf Dd2 inh: -8; KDM4C inh: 0.2

More structures.
Results for Cc1ccc(S(=O)(=O)N(C)C[C@@H]2Oc3ccc(NC(=O)Nc4c(C)noc4C)cc3C(=O)N([C@@H](C)CO)C[C@@H]2C)cc1 ?
C diff growth: -3; Tcruzi prolif: 15; Pf Dd2 inh: 0; KDM4C inh: 0.4

What do the screens show for `C[C@H]1CN([C@@H](C)CO)C(=O)c2cc(C#CC3CCCCC3)cnc2O[C@H]1CN(C)C(=O)Cc1ccccn1`?
C diff growth: -12; Pf Dd2 inh: 0; KDM4C inh: 2.1

How did O=C(C[C@@H]1C=C[C@@H](NC(=O)c2cnccn2)[C@H](CO)O1)NCc1ccccc1F do in these assays?
Tcruzi prolif: -57; Pf Dd2 inh: 5; KDM4C inh: 5.6

What do the screens show for `C[C@@H]1CN([C@@H](C)CO)C(=O)c2cc(NS(=O)(=O)c3cccs3)ccc2O[C@H]1CN(C)C(=O)Nc1ccc2c(c1)OCO2`?
Tcruzi prolif: 20; Pf Dd2 inh: 10; KDM4C inh: 2.8

How did CC=Cc1ccc2n(c1=O)C[C@H]1[C@H](CO)[C@@H](C(=O)N3CCOCC3)N(CC3CC3)[C@@H]21 (mixture of isomers) do in these assays?
C diff growth: 2; Tcruzi prolif: 75; KDM4C inh: 1.6

What do the screens show for `COc1ccc(NC(=O)Nc2ccc3c(c2)C(=O)N([C@H](C)CO)C[C@@H](C)[C@@H](CN(C)C(=O)Nc2ccccc2)O3)cc1`?
C diff growth: 2; Tcruzi prolif: -14; Pf Dd2 inh: 0; KDM4C inh: 0.1
